Screening data: PubChem, several laboratories
aDG glyco act: increases alpha dystroglycan glycosylation; Pro5-aDG cells, alpha-DG glycosylation AlphaScreen (IIH6); 0% Pro5, 100% B10-LARGE cell signal; activation, % at 10 µM; 360,000 tested, 0.22% active; AID 624168;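 active = activation of at least 8% versus controls, or a plate z-score of at least 8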;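 note: Pro5 are CHO cells carrying HIG-tagged alpha-DG that lacks glycosylation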
N-glyco inh: blocks N-linked glycosylation in D54 reporter cells. AID 588692. 360,000 tested, 0.23% active. reporter increase, % at 12.5 µM. D54 ERlucT glycosylation luciferase reporter, 24 h; percent of 100 nM tunicamycin response;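 active = mean luciferase reporter signal, scaled so untreated is 0 and the glycosylation-blocking control 100, at or above a set limit in every replicate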;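 note: luciferase carries N-glycosylation sites so blocking glycosylation raises the light; 0% = median of neutral control wells and 100% = median of 100 nM tunicamycin wells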
Granule exo inh: blocks lytic granule exocytosis. 360,000 tested, 0.66% active. inhibition, % at 10 µM. TALL-104 LAMP-1 surface exposure, flow cytometry; cells stimulated with thapsigargin and PMA. AID 651702;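 active = inhibition above about 55%, limit read from the data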
ABCB6 inh 2: inhibitors of human ABC transporter ABCB6. 360,000 tested, 0.19% active. Q9NP58. AID 602162. K562-ABCB6 porphyrin accumulation, flow cytometry, 1 h; stronger effect = lower value. fluorescence ratio to DMSO, % at 10 µM;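 active = fluorescence ratio to DMSO below 75%, the collection mean minus 3 SD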;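 note: signal is porphyrin accumulated inside mitochondria; 100% equals median channel fluorescence of DMSO control wells; lower ratio means ABCB6 inhibition with less porphyrin fluorescence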
Vif imaging: inhibitors of HIV Vif. HEK293T cells, Vif self-association by quenched fluorescence, imaging, 24 h. inhibition, % at 7.49 µM. 340,000 tested, 0.35% active; in the data active = inhibition above about 50%, passing the limit was not always enough; note: some results filed as inactive read as strong as hits
H9c2 protect: modulators protecting cardiomyocytes from myocardial damage. protection from H2O2 cell death, % at 20 µM. 360,000 tested, 0.63% active. H9c2 cardiomyocytes, H2O2 injury protection, ATPLite, 2 h;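 active = compounds giving at least 50% protection of heart cells from peroxide-induced death in the single-dose screen, raw or plate-pattern-corrected value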;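 note: 0% = DMSO wells with peroxide and 100% = DMSO wells without peroxide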
CaV13 FRET inh: Disruptors of the CACNA1D IQ motif to Ca2+-dependent inactivation inhibitor domain association, primary screening, Förster resonance energy transfer in intact living … | 340,000 tested, 0.098% active | inhibition, % at 12.3 µM | HEK cells, CFP/YFP FRET ICDI-IQ, plate reader, 10 min; percent FRET-ratio fall versus neutral wells;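 active = mean replicate inhibition of at least 30% and at least 1% of replicates passing that level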;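 note: 0% = median of the neutral control wells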
hiPSC survival: hiPSC single-cell survival enhancement; survival enhancement, % at 20 µM; ATPlite luminescence; 100% = ROCK inhibitor wells, 0% = DMSO; AID 602274; 360,000 tested, 0.044% active; in the data active = survival enhancement above about 18%;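 note: cells exposed to compounds for 16 hours before the ATP read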
m5-HT2A agonist: mouse HTR2A agonism via beta-arrestin recruitment | P35363 | CHO-K1 mHTR2A beta-arrestin complementation, luminescence; percent of 30 µM serotonin response | activation, % at 7.6 µM | 360,000 tested, 0.66% active;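 active = activation above a run cutoff, the mean activation of all tested compounds plus 3 SD, cut at about 14% in these data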;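 note: 0% = plate median of compound wells and 100% = 30 µM serotonin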
Target sequence (P35363 whole entry, looked up): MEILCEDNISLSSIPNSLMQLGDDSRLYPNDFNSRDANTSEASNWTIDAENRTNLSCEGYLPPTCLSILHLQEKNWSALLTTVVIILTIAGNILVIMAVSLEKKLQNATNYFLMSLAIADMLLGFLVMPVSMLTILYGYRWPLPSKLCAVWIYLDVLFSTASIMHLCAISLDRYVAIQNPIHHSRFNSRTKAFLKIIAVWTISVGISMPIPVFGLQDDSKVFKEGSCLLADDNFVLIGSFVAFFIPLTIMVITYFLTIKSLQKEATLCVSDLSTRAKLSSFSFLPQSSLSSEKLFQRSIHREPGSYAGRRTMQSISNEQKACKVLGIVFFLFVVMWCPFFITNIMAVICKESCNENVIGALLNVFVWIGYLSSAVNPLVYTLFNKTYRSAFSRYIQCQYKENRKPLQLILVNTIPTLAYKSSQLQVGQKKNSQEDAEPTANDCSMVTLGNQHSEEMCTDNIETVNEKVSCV
PDI inh: blocks human protein disulfide isomerase activity; 350,000 tested, 0.052% active; P07237; inhibition, % at 10 µM; AID 588391; PDI insulin aggregation turbidity, A650, 90 min;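 active = mean inhibition across replicates of 30% or more, whatever share of single replicates reach that level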;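 note: absorbance from insulin aggregation driven by PDI reduction with DTT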
Target sequence (P07237 whole entry, looked up): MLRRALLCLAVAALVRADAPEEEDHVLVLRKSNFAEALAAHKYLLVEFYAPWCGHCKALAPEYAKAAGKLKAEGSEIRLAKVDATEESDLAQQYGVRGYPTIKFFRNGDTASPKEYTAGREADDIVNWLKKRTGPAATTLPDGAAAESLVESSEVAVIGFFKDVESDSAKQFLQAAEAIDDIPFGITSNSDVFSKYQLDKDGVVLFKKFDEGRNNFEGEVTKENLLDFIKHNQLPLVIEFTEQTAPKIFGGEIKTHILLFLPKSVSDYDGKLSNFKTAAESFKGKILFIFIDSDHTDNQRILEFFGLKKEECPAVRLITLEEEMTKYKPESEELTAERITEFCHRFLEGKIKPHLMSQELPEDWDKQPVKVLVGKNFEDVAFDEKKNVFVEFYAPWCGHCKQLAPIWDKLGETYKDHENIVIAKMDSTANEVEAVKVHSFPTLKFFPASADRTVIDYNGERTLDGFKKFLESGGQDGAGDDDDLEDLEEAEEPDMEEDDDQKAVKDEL
Numbers without * were called inactive.

Results for O=C(COC(=O)/C=C/c1ccccc1Cl)NCCc1ccc(Cl)cc1Cl ?
aDG glyco act: 0.2; N-glyco inh: -1; Granule exo inh: -7; ABCB6 inh 2: 100; H9c2 protect: -10; CaV13 FRET inh: -4; hiPSC survival: -1.5; m5-HT2A agonist: 3; PDI inh: 10

How did CC(C)CCNC(=O)c1c[nH]c2ccc(S(=O)(=O)N3CCOCC3)cc2c1=O do in these assays?
aDG glyco act: -0.3; N-glyco inh: -1; Granule exo inh: -1; ABCB6 inh 2: 94; Vif imaging: -1; H9c2 protect: -4; CaV13 FRET inh: -3; hiPSC survival: 0.0; m5-HT2A agonist: -3; PDI inh: -3

How did CCC(=O)N1CCc2cc(S(=O)(=O)NCCC(=O)NC3CCCc4ccccc43)ccc21 (centres undefined) do in these assays?
aDG glyco act: -0.1; N-glyco inh: -1; Granule exo inh: -4; ABCB6 inh 2: 88; Vif imaging: -23; H9c2 protect: -4; hiPSC survival: 0.0; m5-HT2A agonist: 1; PDI inh: 5

How did COCn1c(=O)c2c(nc(SC3=NCCS3)n2Cc2ccccc2C)n(COC)c1=O do in these assays?
aDG glyco act: 0.8; N-glyco inh: -3; Granule exo inh: 2; ABCB6 inh 2: 94; Vif imaging: 11; H9c2 protect: -13; hiPSC survival: 2.2; m5-HT2A agonist: -3; PDI inh: 0

What do the screens show for `CC(=O)Nc1ccc(S(=O)(=O)NCC(=O)NNC(=O)COc2ccccc2Cl)cc1`?
aDG glyco act: 0.0; N-glyco inh: 3; Granule exo inh: -5; ABCB6 inh 2: 92; Vif imaging: 5; H9c2 protect: 4; CaV13 FRET inh: -6; hiPSC survival: 0.7; m5-HT2A agonist: 10; PDI inh: 11

What do the screens show for `COc1ccc2oc(=O)c(-c3csc(Nc4cccc(O)c4)n3)cc2c1`?
aDG glyco act: -0.3; N-glyco inh: 4; Granule exo inh: 8; ABCB6 inh 2: 98; Vif imaging: 2; H9c2 protect: 23; CaV13 FRET inh: -14; hiPSC survival: -1.4; m5-HT2A agonist: 0; PDI inh: -2

How did O=S1(=O)N=CN(Cc2cccc(F)c2)c2ccccc21 do in these assays?
aDG glyco act: 0.2; N-glyco inh: 1; Granule exo inh: 4; ABCB6 inh 2: 77; Vif imaging: 0; H9c2 protect: -9; CaV13 FRET inh: -4; hiPSC survival: -2.4; m5-HT2A agonist: -7; PDI inh: 1

How did CCc1ccc(NC(=O)N(Cc2cccnc2)Cc2ccco2)cc1 do in these assays?
aDG glyco act: -0.1; N-glyco inh: 0; Granule exo inh: -1; ABCB6 inh 2: 97; Vif imaging: -4; H9c2 protect: -2; CaV13 FRET inh: -4; hiPSC survival: 1.9; m5-HT2A agonist: -5; PDI inh: -9

Results for CC(NC(=O)CC1Sc2ccccc2NC1=O)c1ccccc1 (centres undefined) ?
aDG glyco act: 0.2; N-glyco inh: 3; Granule exo inh: -2; ABCB6 inh 2: 98; Vif imaging: 7; H9c2 protect: 5; CaV13 FRET inh: 10; hiPSC survival: 3.0; m5-HT2A agonist: 0; PDI inh: 0

What do the screens show for `Cc1nc(-c2ccc(F)cc2)c(CC(=O)N2CCN(S(=O)(=O)c3cccc(F)c3)CC2)s1`?
aDG glyco act: -0.1; N-glyco inh: 2; Granule exo inh: 0; ABCB6 inh 2: 101; Vif imaging: -9; H9c2 protect: 2; CaV13 FRET inh: -4; hiPSC survival: -0.4; m5-HT2A agonist: -9; PDI inh: 3

Results for CCN(c1ccc(C)c(C)c1)S(=O)(=O)c1ccc2c(c1)CCN2C(=O)CCC(=O)O ?
aDG glyco act: -0.2; N-glyco inh: 3; Granule exo inh: -3; ABCB6 inh 2: 407; Vif imaging: 8; H9c2 protect: -1; CaV13 FRET inh: -8; hiPSC survival: 1.4; m5-HT2A agonist: -1; PDI inh: 4

How did COc1ccc(C2Cc3ccccc3C(=O)O2)cc1 (centres undefined) do in these assays?
aDG glyco act: 0.3; N-glyco inh: -2; Granule exo inh: 0; ABCB6 inh 2: 94; Vif imaging: -1; H9c2 protect: -6; CaV13 FRET inh: -10; hiPSC survival: 2.2; m5-HT2A agonist: -2; PDI inh: 8

Overlap with the part before: 3 compounds, then new ones.
What do the screens show for `Cc1nc(-c2ccc(F)cc2)c(CC(=O)N2CCN(S(=O)(=O)c3cccc(F)c3)CC2)s1`?
aDG glyco act: -0.1; N-glyco inh: 2; Granule exo inh: 0; ABCB6 inh 2: 101; Vif imaging: -9; H9c2 protect: 2; CaV13 FRET inh: -4; hiPSC survival: -0.4; m5-HT2A agonist: -9; PDI inh: 3

Results for CCN(c1ccc(C)c(C)c1)S(=O)(=O)c1ccc2c(c1)CCN2C(=O)CCC(=O)O ?
aDG glyco act: -0.2; N-glyco inh: 3; Granule exo inh: -3; ABCB6 inh 2: 407; Vif imaging: 8; H9c2 protect: -1; CaV13 FRET inh: -8; hiPSC survival: 1.4; m5-HT2A agonist: -1; PDI inh: 4

How did COc1ccc(C2Cc3ccccc3C(=O)O2)cc1 (centres undefined) do in these assays?
aDG glyco act: 0.3; N-glyco inh: -2; Granule exo inh: 0; ABCB6 inh 2: 94; Vif imaging: -1; H9c2 protect: -6; CaV13 FRET inh: -10; hiPSC survival: 2.2; m5-HT2A agonist: -2; PDI inh: 8

What do the screens show for `CCCCC(=O)Nc1cccc(-c2csc(-c3ccccc3)n2)c1`?
aDG glyco act: 0.7; N-glyco inh: 2; Granule exo inh: 6; ABCB6 inh 2: 90; Vif imaging: 3; H9c2 protect: -9; CaV13 FRET inh: -5; hiPSC survival: 1.5; m5-HT2A agonist: -3; PDI inh: 5

What do the screens show for `CN(C)c1ccc(P(=O)(Nc2ccccc2)N2CCOCC2)c(NC(=O)c2cccs2)c1` (centres undefined)?
aDG glyco act: -0.1; N-glyco inh: -1; Granule exo inh: 2; ABCB6 inh 2: 98; Vif imaging: 0; H9c2 protect: -4; CaV13 FRET inh: -13; hiPSC survival: -1.5; m5-HT2A agonist: -3; PDI inh: 1

How did COC(=O)c1nn(-c2ccc(OC)cc2)c(=O)cc1Oc1ccccc1 do in these assays?
aDG glyco act: -0.2; N-glyco inh: 2; Granule exo inh: -2; ABCB6 inh 2: 81; Vif imaging: -16; H9c2 protect: 11; CaV13 FRET inh: -4; hiPSC survival: -0.9; m5-HT2A agonist: -1; PDI inh: -4

Results for COc1ccc(OC)c(NC(=O)CCNS(=O)(=O)c2cccc3nsnc23)c1 ?
aDG glyco act: -0.1; N-glyco inh: 1; Granule exo inh: -14; ABCB6 inh 2: 97; Vif imaging: 3; H9c2 protect: 1; CaV13 FRET inh: -7; hiPSC survival: -0.4; m5-HT2A agonist: -3; PDI inh: 5

What do the screens show for `Cc1ccc(CS(=O)(=O)Cc2ccc(C(=O)NCCCN3CCOCC3)o2)cc1`?
aDG glyco act: 0.0; N-glyco inh: 1; Granule exo inh: 10; ABCB6 inh 2: 98; Vif imaging: -3; H9c2 protect: 3; CaV13 FRET inh: -8; hiPSC survival: 5.2; m5-HT2A agonist: -3; PDI inh: 0

What do the screens show for `CC(C)CCOCC(=O)Nc1cccc(C(=O)O)c1`?
aDG glyco act: 0.0; N-glyco inh: -2; Granule exo inh: 0; ABCB6 inh 2: 100; Vif imaging: 6; H9c2 protect: 2; CaV13 FRET inh: -4; hiPSC survival: -2.8; m5-HT2A agonist: 1; PDI inh: -9

What do the screens show for `O=S(=O)(c1cccc(-c2nc3n(n2)Cc2ccccc2-3)c1)N1CCCCC1`?
aDG glyco act: -0.2; Granule exo inh: 3; ABCB6 inh 2: 93; H9c2 protect: 6; CaV13 FRET inh: -3; hiPSC survival: -0.7; m5-HT2A agonist: 6; PDI inh: -11

Results for Cc1nn(C)cc1CN(C)C(=O)CC12CC3CC(CC(C3)C1)C2 ?
aDG glyco act: -0.2; N-glyco inh: 2; Granule exo inh: -6; ABCB6 inh 2: 99; Vif imaging: 6; H9c2 protect: -1; CaV13 FRET inh: -5; hiPSC survival: 0.8; m5-HT2A agonist: 2; PDI inh: 13

What do the screens show for `COc1ccc([C@H]2C[C@@H](O)[C@H](n3cc(COC(=O)c4ccccc4)nn3)CN2CC2CCCCC2)cc1`?
aDG glyco act: -0.1; N-glyco inh: -1; Granule exo inh: 10; ABCB6 inh 2: 100; Vif imaging: -18; H9c2 protect: -9; CaV13 FRET inh: -3; hiPSC survival: -0.8; m5-HT2A agonist: 4; PDI inh: 1

Results for O=C(O)C(Oc1ccc2c(c1)oc(=O)c1ccccc12)c1ccccc1 (centres undefined) ?
aDG glyco act: 0.1; N-glyco inh: 0; Granule exo inh: 8; ABCB6 inh 2: 102; Vif imaging: 7; H9c2 protect: 1; CaV13 FRET inh: -21; hiPSC survival: 0.2; m5-HT2A agonist: -6; PDI inh: 3

How did Cc1cccc(N2CC(C(=O)OCC(=O)c3c(N)n(CC(C)C)c(=O)n(C)c3=O)CC2=O)c1C (centres undefined) do in these assays?
aDG glyco act: -0.1; N-glyco inh: 0; Granule exo inh: 0; ABCB6 inh 2: 95; Vif imaging: -13; H9c2 protect: -4; CaV13 FRET inh: -3; hiPSC survival: 1.1; m5-HT2A agonist: 10; PDI inh: 13

What do the screens show for `CC(C)(C)OC(=O)N1CCCN(C(=O)Nc2ccccc2)CC1`?
aDG glyco act: 0.1; N-glyco inh: -1; Granule exo inh: -6; ABCB6 inh 2: 94; Vif imaging: -3; H9c2 protect: 0; CaV13 FRET inh: -4; hiPSC survival: -0.5; m5-HT2A agonist: 1; PDI inh: -2

Results for COc1ccc(S(=O)(=O)Nc2cccc3c2O[C@H](CN(C)Cc2ccc(-c4ccccc4)cc2)[C@@H](C)CN([C@H](C)CO)C3=O)cc1 ?
aDG glyco act: 0.6; N-glyco inh: 6; Granule exo inh: 3; ABCB6 inh 2: 101; Vif imaging: 0; H9c2 protect: -3; CaV13 FRET inh: -4; hiPSC survival: 0.6; m5-HT2A agonist: 3; PDI inh: 16

How did CC(C)Oc1ccc(S(=O)(=O)N2CCOCC2)cc1NC(=O)C1=NN(c2ccccc2)C(=O)CC1 do in these assays?
aDG glyco act: -0.1; N-glyco inh: -2; Granule exo inh: 6; ABCB6 inh 2: 86; Vif imaging: -3; H9c2 protect: 4; CaV13 FRET inh: -6; hiPSC survival: 0.6; m5-HT2A agonist: -8; PDI inh: -6

Results for CN(C)S(=O)(=O)c1ccc(Cl)c(-c2nnc3n2CCCCC3)c1 ?
aDG glyco act: 0.2; N-glyco inh: 1; Granule exo inh: -2; ABCB6 inh 2: 96; Vif imaging: 16; H9c2 protect: -1; CaV13 FRET inh: 7; hiPSC survival: 0.0; m5-HT2A agonist: -2; PDI inh: 0

Results for O=C(COC(=O)c1ccc[nH]c1=O)NCC1CCCO1 (centres undefined) ?
aDG glyco act: 0.1; N-glyco inh: 1; Granule exo inh: 2; ABCB6 inh 2: 98; Vif imaging: 4; H9c2 protect: 8; CaV13 FRET inh: -7; hiPSC survival: 0.3; m5-HT2A agonist: 2; PDI inh: 1

How did C/C(=N\NC(=O)COc1ccc(C(C)(C)C)cc1)c1ccc(OC(F)F)cc1 do in these assays?
aDG glyco act: -0.2; N-glyco inh: -4; Granule exo inh: -9; ABCB6 inh 2: 96; H9c2 protect: -12; CaV13 FRET inh: -5; hiPSC survival: 1.1; m5-HT2A agonist: 0; PDI inh: 1
